# RMI FANCM FP: RMI-FANCM interaction inhibition; Fluorescence polarization, RMI core complex with F-MM2 peptide; stronger effect = lower value; FP signal (polarization) at 33 µM; hit rate 0.58% among 70,000; in the data active = FP signal below about 40; also: inactives centre near 61; strong numbers were not always called active; unit not given here
# * marks the source's active call; other numbers are inactive results; & = joins results of further samples. An excerpt (hit frequency here may not be typical).
RMI FANCM FP | Molecule
41 | COc1cc(Cl)cc(CNC(C)C(=O)O)c1O (stereo unspecified)
70 | O=C(CCCSc1ccc(NC(=O)c2ccco2)nn1)Nc1ccc(F)c(Cl)c1
54 | O=C(N/N=C\c1c(Sc2ccccc2)nc2ccccn2c1=O)c1ccccc1O
57 | N#Cc1c(Cl)cccc1Oc1ccc(S(=O)(=O)NNc2c(Cl)cncc2Cl)cc1
47 | Cc1nn(-c2ccccc2)c(N2CCCCC2)c1/C=N\Nc1ccc(C(F)(F)F)cn1
78 | COC(=O)c1ccc(-c2csc(NC(=O)c3c(F)cccc3Cl)n2)cc1
60 | O=C1NC(CCC(=O)N2CCN(Cc3cccnc3)CC2)C(=O)Nc2ccccc21 (stereo unspecified)
47 | O=S(=O)(Cc1noc(-c2ccsc2)n1)c1ccccn1
70 | C=CCN(CC=C)S(=O)(=O)c1ccc(C(=O)Nc2ccc(S(N)(=O)=O)cc2)cc1
55 | O=C(CN1CCSC1=NC(=O)c1ccccc1)c1ccccc1
82 | Cn1cc(S(=O)(=O)c2ccccc2)c(=O)c2cc(F)c(N3CCN(Cc4ccccc4)CC3)cc21
47 | CSc1nc(CSc2ccc(Cl)cc2)nc(N)c1C#N
59 | COc1ccc(NC(=O)CN2N=NC3C(=O)N(c4ccc(OC)c(Cl)c4)C(=O)C32)cc1 (stereo unspecified)
59 | CCc1ccc(OCC(=O)Nc2ccc(S(=O)(=O)Nc3nccs3)cc2)cc1
67 | CC(C)(Oc1ccc(Cl)cc1)C(=O)NCCn1ncc2c(=O)n(Cc3ccc(Br)cc3)cnc21
62 | Cc1csc(CN2CCN(C(=O)c3ccc(S(=O)(=O)N4CCCCC4)cc3)CC2)n1
57 | CCC(=O)NCCOc1ccc(-c2cccs2)nn1
70 | CCOC(=O)c1ccc(Oc2coc3cc(OCC(N)=O)ccc3c2=O)cc1
74 | COC(=O)c1ccc2c(=O)n(CC(=O)NCc3ccccc3OC)c(=S)[nH]c2c1
57 | O=[N+]([O-])c1cc(Cl)ccc1Sc1ccccc1NS(=O)(=O)c1ccc(F)cc1

# The last four records of the section above open the next one.
RMI FANCM FP | Molecule
57 | CCC(=O)NCCOc1ccc(-c2cccs2)nn1
70 | CCOC(=O)c1ccc(Oc2coc3cc(OCC(N)=O)ccc3c2=O)cc1
74 | COC(=O)c1ccc2c(=O)n(CC(=O)NCc3ccccc3OC)c(=S)[nH]c2c1
57 | O=[N+]([O-])c1cc(Cl)ccc1Sc1ccccc1NS(=O)(=O)c1ccc(F)cc1
49 | COC(=O)c1sc(-c2cccs2)cc1NC(=O)c1ccco1
53 | O=C(Cn1nc(-c2ccc3ccccc3c2)ccc1=O)Nc1ccccc1Cl
68 | CCN(CC)c1ccc(NC(=O)/C=C/c2ccc(OC)c(OC)c2)cc1
56 | O=C(NCCCN1CCOCC1)C(=O)Nc1cccc([N+](=O)[O-])c1
75 | Clc1ccccc1-c1noc(-c2cn[nH]c2-c2ccccc2)n1
53 | CS(=O)(=N/C=C(\C#N)C(=O)C1CC1)c1ccc(Oc2cccc(F)c2C#N)cc1 (stereo unspecified)
79 | Cc1cc2c(SCC(=O)N3CCCc4ccccc43)ncnc2s1
63 | O=C(NCCn1ncc2c(N3CCN(c4ncccn4)CC3)ncnc21)C1CC1
66 | Cc1cc(C)n(-c2ccc(Nc3ccc(NC(=O)Nc4ccccc4F)cc3)nn2)n1
63 | CC(=O)/C=C\[C@@H]1[C@@]2(C)CCCC(C)(C)C2CC[C@@]1(C)O (stereo partly specified)
54 | COc1ccc(C(C)=O)cc1CSc1nnnn1-c1ccc(OC)c(OC)c1
103 | CCOc1ccc(NC(=O)CSc2nccn3nc(-c4ccc(CC)cc4)cc23)cc1
59 | O=C(NCc1cccs1)c1cccnc1SCCS(=O)(=O)c1ccc(C(F)(F)F)cn1
60 | COc1ccc(N2CCN(C(=O)c3ccc(=O)n(Cc4ccc(F)cc4)n3)CC2)cc1
61 | COC(=O)c1nc(C(=O)OC)c(C(=O)OC)nc1C(=O)OC
110 | COc1ccc2cc(C3CC(c4ccco4)=NN3S(=O)(=O)c3ccccc3)c(Cl)nc2c1 (stereo unspecified)
69 | Cc1ccc(NC(=O)C(=O)NCC2(c3cccs3)CCCC2)cc1Cl
62 | Cc1nc(C)c(CC(=O)O)c(=O)[nH]1
56 | Nc1nc(Nc2ccccc2)nc2c1ncn2[C@@H]1O[C@H](CO)[C@H](O)C1O (stereo partly specified)
61 | CCOc1ccc(OCCNC(=O)c2ccccc2C)cc1

# Part of the list above, comma-delimited:
mol,RMI FANCM FP
CS(=O)(=N/C=C(\C#N)C(=O)C1CC1)c1ccc(Oc2cccc(F)c2C#N)cc1 (stereo unspecified),53
Cc1cc2c(SCC(=O)N3CCCc4ccccc43)ncnc2s1,79

# (more compounds)
RMI FANCM FP | Molecule
62 | N#Cc1c[nH]c2ccc(NC(=O)/C=C/c3ccc(OC(F)(F)F)cc3)cc12
57 | CC(C)(C)NC(=O)NNc1nc2ccc(Cl)cc2s1
61 | Cn1c(=O)cc(Nc2ccc(Cl)cc2)c2c(=O)n(-c3ccccc3)c(=O)n(-c3ccccc3)c21
55 | O/N=C1/CCCc2[nH]c3ccccc3c21
76 | C=CCN1C(=O)C(C)(C)COc2ccc(NC(=O)c3ccc(C(F)(F)F)cc3)cc21
51 | c1ccc(-c2cc3ccccn3c2)cc1
59 | Cc1cc(C(=O)CSc2n[nH]c(N)n2)c(C)n1-c1cc(F)ccc1F
82 | O=C(CSc1ccc(NC(=O)c2cccs2)nn1)Nc1ccc(F)c(F)c1
63 | COC(=O)C1=C(Nc2ccccc2NS(=O)(=O)c2ccccc2Cl)CSC1
63 | O=C1CN(C(=O)CC2CCCCC2)C(c2ccc(F)cc2)c2cc(F)ccc2N1 (stereo unspecified)
56 | CC[C@@H]1Cc2cc(O)ccc2C2=C1c1ccc(O)cc1C[C@H]2CC
74 | O=C(CCCn1nc(-c2ccc(F)cc2)ccc1=O)Nc1ccccc1C(F)(F)F
86 | Cc1nc(N2CCC(Cc3ccccc3)CC2)c2cc(-c3ccccc3)sc2n1
68 | C=CCn1c(=NC(=O)c2ccc(S(=O)(=O)N3CCOCC3)cc2)sc2c3ccccc3ccc21
70 | CC1Cc2ccccc2N1C(=O)Cc1csc(NC(=O)Nc2cccc(Cl)c2)n1 (stereo unspecified)
63 | COc1ccc(C(=O)COC(=O)c2cc(OC)c(O)c(OC)c2)cc1
93 | O=C(CSc1ccc(NC(=O)c2ccccc2)nn1)Nc1ccc(F)cc1F
65 | COc1ccc(CCC(=O)NCC(c2ccc3c(c2)CCCN3C)N2CCCCC2)cc1 (stereo unspecified)
52 | CCNc1nc(NCC)nc(Nc2ccc(Oc3ccccc3)cc2)n1
62 | O=C(NCCCn1ncccc1=O)c1cc2ccccc2oc1=O
54 | Cc1ccc(N=Cc2c(C)[nH]n(-c3ccc(C)cc3)c2=O)cc1
55 | CN(C)S(=O)(=O)NCc1nnnn1-c1ccc(Cl)cc1
57 | O=C(CCCC(=O)NNC(=O)c1cccs1)NNC(=O)c1cccs1
55 | Cc1cc(C)n(-c2ccc(N3CCN(C(=O)c4cccs4)CC3)nn2)n1
60 | O=S(=O)(c1ccc(Cl)cc1)N1CCN(c2ccc(N3CCOCC3)nn2)CC1
66 | COc1ccc(NC(=O)COc2ccc(F)cc2)cc1N1CCCCC1=O
59 | COc1ccc2c(OC(C)=O)coc2c1
72 | CC1CCCCN1S(=O)(=O)c1ccc(C(=O)Nc2ccc(F)cc2)cc1 (stereo unspecified)
59 | O=S(=O)(Nc1ccccc1)c1ccc2c(c1)CCO2
66 | C=CCn1c(=NC(=O)CCc2ccccc2)sc2cc(S(N)(=O)=O)ccc21
54 | O=C(O)CSCC(=O)Nc1ccc(Oc2c(Cl)cccc2Cl)nc1
52 | CCCS(=O)(=O)c1nc2ccccc2n1Cc1cc(C)ccc1C
64 | Cc1cc2c(SCC(=O)NCC3CCCO3)ncnc2s1 (stereo unspecified)
32* | CSc1nccc(-c2sc(-c3ccc(Cl)cc3)nc2C)n1
77 | COC(=O)c1c(NC(=O)Cc2ccccc2)sc2c1CC(C)(C)NC2(C)C
46 | Cn1c(CNC(=O)OC(C)(C)C)nnc1SCc1ccc(OC(F)(F)F)cc1
62 | Cc1nc(SCc2ccccc2F)[nH]c(=O)c1CC(=O)Nc1ccc2c(c1)OCCO2
71 | CCCCN(CC)S(=O)(=O)c1ccc(C(=O)N=c2sc(C(=O)OCC)c(C)n2C)cc1
66 | COc1ccc(C)cc1NC(=O)CC1CCCCN1S(=O)(=O)c1ccc(F)cc1 (stereo unspecified)
66 | Cc1cc(Cl)cc2sc(N(Cc3cccnc3)C(=O)C(C)C)nc12
73 | O=C(Nc1sc2c(c1CN1CCN(C(=O)c3ccco3)CC1)CCCC2)c1ccc(F)cc1
65 | Cc1ccccc1-c1nc(COC(=O)c2nnn(-c3ccc(Cl)cc3)c2C)c(C)o1
57 | CCCc1c(C)nc(SCC(=O)c2cccc([N+](=O)[O-])c2)[nH]c1=O
56 | Cc1c(NC(=S)Nc2ccc(SC(F)(F)C(F)(F)C(F)(F)F)cc2)c(=O)n(-c2ccccc2)n1C
55 | O=C(COc1ccc2ccccc2c1)NCc1n[nH]c(=O)c2ccccc12
71 | COc1ccc(S(=O)(=O)NCCc2ccc(N(C)C)cc2)c(C)c1
65 | Cn1cccc1C(CNC(=O)C(=O)NC1CC1)N1CCc2ccccc2C1 (stereo unspecified)
56 | CC(C)(C)c1ccc(C(=O)OCc2ccc3c(c2)OCO3)s1
88 | CN(C)CCCN(C(=O)CCCSc1ccccc1)c1nc2ccc(Cl)cc2s1
50 | Fc1ccc(Nc2nc(N3CCOCC3)c3ccccc3n2)cc1
59 | COC(=O)c1c(NC(=O)/C=C/c2cccc([N+](=O)[O-])c2)sc2c1CCCC2
55 | COc1ccc(C(=O)c2ccc(F)cc2)cc1
55 | O=C(Nc1nc(-c2cc(Cl)ccc2Cl)cs1)C1CCCCC1
66 | COc1ccc(/C=C\C(=O)Nc2c(C(=O)Nc3ccc(F)cc3)oc3ccccc23)cc1OC
8* | O=C(/C=C\c1ccco1)/C=C/c1ccc(-c2ccc(Br)cc2)o1
53 | COc1ccc(-c2cc(=O)c3c(OC)cc(OC)cc3o2)cc1
55 | O=C(Nc1nc(-c2cccs2)cs1)c1cc([N+](=O)[O-])cc([N+](=O)[O-])c1
53 | O=C(NCc1ccc2c(c1)CCO2)c1ccc2nsnc2c1
56 | N#Cc1cc2nc(O)c(O)nc2cc1[N+](=O)[O-]
61 | O=c1[nH]cnc2scc(-c3ccccc3)c12

# Following part
RMI FANCM FP | Molecule
55 | Cc1nc(C(F)(F)F)ccc1C(=O)Nc1cccnc1N1CCOCC1
110 | Cn1c(=NC(=O)c2ccc(S(=O)(=O)N3CCOCC3)cc2)sc2cc3c(cc21)OCO3
61 | O=C(NCc1cccnc1)c1ccccc1NC(=O)c1c(F)cccc1F
53 | Cc1ccc(NC(=O)c2ccccc2C)c(C(=O)c2ccccc2)c1
57 | C#CCOC(=O)NC(=O)c1ccc(C(F)(F)F)cc1
56 | Clc1ccc(CSc2nnc3ccc(-c4ccco4)nn23)cc1
56 | Cc1ccsc1C(N)=S
63 | Cn1nc2c(c1NC(=O)COc1ccc(Cl)cc1)CCC2
27* | Cc1ccc(C(C)C)c(OCCCn2c3ccccc3c3nc4ccccc4nc32)c1
125 | COc1ccc2nc(-c3ccc(F)c(NC(=O)c4cccc(C(F)(F)F)c4)c3)cn2n1
56 | O=C(CN1CCOCC1)N/N=C\C(Br)=C/c1ccccc1
52 | NC(=O)c1nc(-c2cc(Br)ccc2O)nc2c1[nH]c(=O)n2-c1ccccc1F
66 | CCc1ccc2ncc(C#N)c(Nc3cc(C)cc(C)c3)c2c1
62 | COc1ccc(Cl)cc1NC(=O)c1cc2c(=O)n(C)c(=O)n(C)c2s1
55&60 | Nc1ccc(O)c(C(=O)O)c1
54 | Cc1noc(C)c1C(=O)O/N=C(/N)Cc1ccc(-c2csnn2)cc1
72 | Cc1cc(C(=O)N(CCCN2CCOCC2)c2nc3c(C)ccc(C)c3s2)on1
56 | CC1(C)CCc2cc(-c3ccnc(SCc4ccc(Cl)cc4)n3)ccc2O1
68 | Cc1ccc(C2CC(C(F)(F)F)n3ncc(C(=O)Nc4cc(Sc5ccc(Br)cc5)cc([N+](=O)[O-])c4)c3N2)cc1 (stereo unspecified)
55 | FC(F)(F)c1cccnc1N1CCNC1=S
61&56 | Cc1ccccc1N1C(=O)c2cc(S(N)(=O)=O)c(Cl)cc2NC1C (stereo unspecified)
68 | CCOc1ccc(-c2cc(=O)n(CC(=O)N3CCN(c4ccccc4)CC3)cn2)cc1
60 | O=C(CN1CCN(Cc2nc(-c3cccs3)cs2)CC1)Nc1ccccc1
77 | COc1cc(/C=C/C(=O)Nc2cccc(-c3nc4ccccc4o3)c2)cc(OC)c1OC
65 | CCCCOc1ccc(C(=O)Nc2ccccc2SCCC#N)cc1
73 | COC(=O)c1ccc(NC(=O)C(=O)NCCN2CCOC(c3ccccc3)C2)cc1 (stereo unspecified)
54 | CC(=O)c1sc(-c2ccc(C(C)(C)C)cc2)cc1N
55 | Cc1nn(-c2ccccc2)nc1CNC(=O)COc1ccccc1
61 | COc1ccccc1-c1nnc(C2CCN(C(=O)c3cccs3)CC2)s1
42 | Cn1ncc(NC(=O)Nc2cc(Cl)ccc2Cl)c1-n1cccc1
66 | O=C(Nc1ccccc1)C1CCN(c2ccc(-c3ccco3)nn2)CC1
48 | COC(=O)c1c(NC(=O)c2ccc(N3C(=O)CCC3=O)cc2)sc2c1CCN(C(C)=O)C2
72 | Cc1oc(-c2cccc(Cl)c2)nc1COC(=O)c1nnn(-c2ccc(Cl)cc2)c1C
69 | CCOC(=O)c1csc(NC(=O)C2(c3ccc(Cl)cc3)CCCC2)n1

# RMI FANCM FP, what is marked active above.
RMI FANCM FP | Molecule
32* | CSc1nccc(-c2sc(-c3ccc(Cl)cc3)nc2C)n1
8* | O=C(/C=C\c1ccco1)/C=C/c1ccc(-c2ccc(Br)cc2)o1
27* | Cc1ccc(C(C)C)c(OCCCn2c3ccccc3c3nc4ccccc4nc32)c1

# A draw from above in order of number of heavy atoms, largest number first:
RMI FANCM FP | Molecule
72 | Cc1oc(-c2cccc(Cl)c2)nc1COC(=O)c1nnn(-c2ccc(Cl)cc2)c1C
66 | O=C(Nc1ccccc1)C1CCN(c2ccc(-c3ccco3)nn2)CC1
69 | CCOC(=O)c1csc(NC(=O)C2(c3ccc(Cl)cc3)CCCC2)n1
